ASAP1 GAP inh: inhibitors of human ASAP1 ArfGAP activity | Q9ULH1 | ASAP1-stimulated ARF1 GTP hydrolysis, GDP FP detection | inhibition, % at 16.5 µM | 0.19% of 360,000 active; in the data active means inhibition above about 25%;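 further: 0% = vehicle with enzyme and substrate and 100% = no enzyme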
UHRF1 binding: UHRF1 methyl-DNA binding inhibition; 0.75% of 370,000 active; UHRF1 binding to methylated oligo, TR-FRET; AID 687016; Q96T88; inhibition, % at 4.4 µM; in the data active means inhibition above about 21%;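 further: UHRF1 SRA domain binding a hemimethylated CpG hairpin DNA probe; 0% = median of test compound wells and 100% = reference inhibitor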
PLC-beta3 inh: blocks human PLC-beta3 enzyme activity. 0.18% of 370,000 active. Purified PLC-beta3, fluorogenic substrate, fluorescence. inhibition, % at 12.2 µM. Q01970. AID 720704; in the data active means inhibition above about 11%;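 further: 0% = median of compound wells on plate and 100% = full blocker control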
sPLA2-III inh: Inhibits HGIII-sPLA2 liposome hydrolysis, primary screen; inhibition, % at 12.2 µM; Q9NZ20; 0.56% of 370,000 active; QFRET BODIPY PC-A2 liposome hydrolysis, fluorescence;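 active means inhibition above mean plus 3 SD of compounds lying within the high and low control bounds, cut at about 19% in these data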;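 further: 0% = median of test compound wells and 100% = no enzyme DMSO wells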
PLCg1 inh: blocks human PLC-gamma1 enzyme activity; P19174; purified PLC-gamma1, fluorogenic substrate, fluorescence; inhibition, % at 12.2 µM; 0.84% of 370,000 active; in the data active means inhibition above about 9.5%
Rev-erbA mod: modulators of human Rev-erb alpha DNA binding | P20393 | Rev-erbα–FITC-DNA binding, fluorescence polarization, 90 min | activity, % at 10 µM | 0.79% of 370,000 active | AID 1259318;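 active means activity above about 14%, limit read from the data; passing the limit was not always enough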;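 further: 0% = DMSO wells with 35 nM protein and 100% = DMSO wells with 750 nM protein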
proKLK7 act: activators of human kallikrein-7 zymogen | P49862 | purified proKLK7, EDANS-DABCYL substrate fluorescence; 100% is mature enzyme control, 0% vehicle | activation, % at 7 µM | 0.9% of 370,000 active;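 active means activation above the mean of all tested compounds plus 3 SD, computed per campaign excluding outliers beyond control limits, cut at about 13% in these data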
Target sequence (P49862 whole entry, looked up): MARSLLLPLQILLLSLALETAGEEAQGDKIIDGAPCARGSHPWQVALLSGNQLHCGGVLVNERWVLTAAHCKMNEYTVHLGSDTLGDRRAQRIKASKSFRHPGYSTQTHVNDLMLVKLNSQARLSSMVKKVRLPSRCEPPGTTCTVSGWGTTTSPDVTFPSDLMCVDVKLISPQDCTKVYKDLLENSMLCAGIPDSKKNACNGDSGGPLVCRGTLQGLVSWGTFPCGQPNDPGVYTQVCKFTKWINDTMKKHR
Tn7 DDE FP: disrupts Tn7 cyclic peptide binding to fibrin D-Dimer-E complex | P02675 | FP displacement of FITC-Tn7 peptide from fibrin DD(E); 0% = median of compound wells per plate | inhibition, % at 8.3 µM | 0.13% of 370,000 active | AID 720508;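 active means inhibition above the mean of compounds falling within the control limits plus 3 SD of them, cut at about 14% in these data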;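 further: 0% = plate median of compound wells and 100% = 10 µM Aha-Tn7 peptide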
Target sequence (P02675 whole entry, looked up): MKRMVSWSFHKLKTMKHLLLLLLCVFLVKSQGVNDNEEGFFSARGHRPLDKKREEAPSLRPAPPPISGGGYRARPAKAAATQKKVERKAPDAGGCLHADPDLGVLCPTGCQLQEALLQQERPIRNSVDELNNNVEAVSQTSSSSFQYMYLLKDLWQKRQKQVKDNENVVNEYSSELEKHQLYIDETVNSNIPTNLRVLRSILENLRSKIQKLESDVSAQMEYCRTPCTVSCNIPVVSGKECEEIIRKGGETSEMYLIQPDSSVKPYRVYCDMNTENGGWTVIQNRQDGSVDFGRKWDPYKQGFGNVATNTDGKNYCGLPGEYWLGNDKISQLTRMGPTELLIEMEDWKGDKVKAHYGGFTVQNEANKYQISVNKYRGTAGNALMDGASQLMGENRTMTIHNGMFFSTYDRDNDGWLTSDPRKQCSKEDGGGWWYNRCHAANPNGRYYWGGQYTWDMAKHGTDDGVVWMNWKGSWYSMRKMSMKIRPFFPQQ
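Assay system: Human fibrin DD(E) protein | Medium: Tris buffer with calcium and detergent, pH 7.8 | Reagent: 0.1 µM fluorescent Tn7 | Compound dosing: Single point at 8.3 µM | Times: 10 min preincubation, 3 h with tracer, room temperature | Detection: Fluorescence polarization of the labelled Tn7 tracer | Controls: Aha-Tn7 high control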
DDE Tn6 FP inh: DD(E)-Tn6 binding inhibition, primary FP screen; 0.21% of 370,000 active; Fibrin DD(E) TRITC-Tn6 fluorescence polarization displacement; P02675; AID 720509; inhibition, % at 8.3 µM;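 active means inhibition above a per-campaign cutoff: mean of compounds within control limits plus 3 SD, cut at about 15% in these data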;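 further: 0% = median of all compound wells on the plate and 100% = blocking peptide control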
ARFGAP1 inh: inhibits rat ARF GTPase activating protein 1; Arfgap1-stimulated ARF1 GTP hydrolysis, GDP FP detection; inhibition, % at 16.5 µM; 0.26% of 360,000 active; AID 651572;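 active means inhibition above a per-plate limit, mean inhibition of low control wells plus 3 SD, cut at about 25% in these data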;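 further: 0% = DMSO wells with enzyme and 100% = wells lacking Arfgap1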
Target sequence (Q62848 1-136 limits assumed): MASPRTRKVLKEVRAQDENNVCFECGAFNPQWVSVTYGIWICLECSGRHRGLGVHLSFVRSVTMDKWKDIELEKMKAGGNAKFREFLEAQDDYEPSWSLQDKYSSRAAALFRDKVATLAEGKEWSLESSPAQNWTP
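Replicates: Single well per compound | Assay system: Truncated rat Arfgap1 GAP domain | Control set: No-Arfgap1 wells (100%) versus DMSO full-reaction wells (0%) | Times: Enzyme reaction 120 min at 25 °C after 20 min preincubation | Reagent: Human ARF1(Δ1-17)-GTP substrate | Measured by: Tracer-displacement fluorescence polarization with EDTA stop, 620/688 nm | Measure: Percent inhibition of Arfgap1-stimulated GTP hydrolysis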
The depositor's hits bear a star; / = not tested or not shown.

1) Cc1cccc(NC(=O)c2cccc3c2-c2ccccc2C3=O)c1C
2) CC1C(=O)N(Cc2cn(Cc3ccco3)nn2)CCS(=O)(=O)N1Cc1ccc(-c2cccnc2)cc1 (stereo not drawn)
3) COc1ccc(OC)c(NC(=O)CSc2ccc3nnc(-c4ccccn4)n3n2)c1
4) COc1ccc(N2CCN(C(=O)c3sc4ncn(CC(=O)N5CCCCC5)c(=O)c4c3C)CC2)cc1
5) O=C(O)Cc1ccc2oc(-c3cccnc3)nc2c1
6) Cc1nn(C)c(Cl)c1CN1CCC(CO)(CCOc2ccccc2)CC1

Assay by compound	1	2	3	4	5	6
ASAP1 GAP inh	/	-11	4	6	-11	-2
UHRF1 binding	-2	3	1	-1	2	1
PLC-beta3 inh	-2	-14	0	-4	-1	1
sPLA2-III inh	1	-22	4	6	9	0
PLCg1 inh	-2	-8	4	0	1	3
Rev-erbA mod	0	-1	-5	1	0	0
proKLK7 act	-0.3	0.2	-0.4	-0.6	-0.4	0.3
Tn7 DDE FP	9	7	-6	-3	0	2
DDE Tn6 FP inh	3	2	8	6	7	-6
ARFGAP1 inh	/	0	-10	-7	1	3

7) CCN(CC(=O)Nc1ccccc1C(F)(F)F)C(=O)Cc1ccc2c(c1)CCC2
8) CCOC(=O)Cc1c(C)nc2cc(-c3ccc(Cl)cc3)[nH]n2c1=O
9) COc1ccc2nc(NCc3ccccc3)[nH]c2c1
10) COc1cccc(C(=O)COc2cccc(NC(=O)c3ccco3)c2)c1
11) Cc1ccccc1CN1CCN(C(=O)c2ccc(S(=O)(=O)NCc3ccco3)cc2)CC1
12) O=C(NC1CC1)C1CCN(C2CCN(Cc3ccccc3C(F)(F)F)CC2)CC1

Assay by compound	7	8	9	10	11	12
ASAP1 GAP inh	-1	-15	8	1	4	-7
UHRF1 binding	12	-3	-1	16	1	1
PLC-beta3 inh	-5	-1	6	-5	-10	-4
sPLA2-III inh	-1	-4	-5	-38	-5	7
PLCg1 inh	3	-3	0	2	4	3
Rev-erbA mod	-2	-2	6	1	8	-1
proKLK7 act	0.1	0.3	-1.1	-0.5	0.8	0.2
Tn7 DDE FP	4	3	-6	4	-2	-3
DDE Tn6 FP inh	-1	-4	2	-2	6	-5
ARFGAP1 inh	-4	7	0	3	5	2

Down the list, as entered above:
Nos. 7–12 in UHRF1 binding read 12, -3, -1, 16, 1, 1
Nos. 7–12 in ASAP1 GAP inh read -1, -15, 8, 1, 4, -7
Nos. 7–12 in ARFGAP1 inh read -4, 7, 0, 3, 5, 2

(listing goes on)
13) CC1CCN(CC(=O)Nc2nccs2)CC1
14) COc1ccc(CSc2nncn2N)cc1[N+](=O)[O-]
15) COc1c(C(=O)NC(=S)Nc2nnn(C)n2)cc2ccccc2c1Br
16) CCN(CC(=O)Nc1c(F)cccc1F)C(=O)C1CCN(S(=O)(=O)c2ccccc2C(=O)OC)CC1
17) COc1cccc(NC(=O)C2CC(=O)N(Cc3ccc(C)cc3)C2)c1 (stereo not drawn)
18) Fc1ccc(N2CCN(C(c3cccs3)c3nnnn3CCc3ccccc3)CC2)cc1 (stereo not drawn)

Assay by compound	13	14	15	16	17	18
ASAP1 GAP inh	1	10	11	6	-9	-1
UHRF1 binding	5	-1	0	-2	4	8
PLC-beta3 inh	-6	5	-8	1	-3	2
sPLA2-III inh	12	-1	5	6	-1	1
PLCg1 inh	-2	3	-3	3	-2	-2
Rev-erbA mod	-7	2	-2	6	-6	5
proKLK7 act	-1.1	0.7	0.1	-0.6	0.8	-0.3
Tn7 DDE FP	7	-2	1	-3	6	1
DDE Tn6 FP inh	4	2	5	4	-5	9
ARFGAP1 inh	-4	-2	-4	4	8	-14

19) CC(=O)Nc1cccc2ncccc12
20) CCc1cccc(NC(=O)c2cc(S(=O)(=O)N(C)C)ccc2N2CCCC2)c1
21) COc1cccc(C2C(C(=O)Nc3cccnc3)=C(C)Nc3nnnn32)c1OC (stereo not drawn)
22) COC(=O)C1=C(C)N(Cc2ccc(Cl)cc2)C(=S)NC1c1cccc(OC)c1 (stereo not drawn)
23) N#Cc1ccccc1Cn1c(=O)oc2ccccc21
24) Cc1ccc(-n2c(SCC(=O)c3ccc4c(c3)OCO4)nc3ccccc3c2=O)cc1

Assay by compound	19	20	21	22	23	24
ASAP1 GAP inh	1	10	5	-8	-8	/
UHRF1 binding	5	0	-2	-1	0	0
PLC-beta3 inh	-9	-7	-158	-2	-9	3
sPLA2-III inh	24*	-3	2	2	0	1
PLCg1 inh	-1	2	0	0	-3	4
Rev-erbA mod	-7	-2	-3	6	1	-3
proKLK7 act	-0.2	0.3	0.1	-0.1	-0.1	-0.2
Tn7 DDE FP	2	-1	-1	1	-5	3
DDE Tn6 FP inh	-5	1	5	3	-5	6
ARFGAP1 inh	-19	3	3	0	-7	/

25) O=C1CCC(C(=O)N2CCSCC2)CN1CCc1cccc(F)c1 (stereo not drawn)
26) CS(=O)(=O)N(Cc1ccccc1)c1ccccc1C(=O)Nc1ccccc1C(=O)NCc1ccco1
27) CCCCN1C[C@H](CSC)[C@@H](CC(=O)NC)C1=O
28) CN1CC(=O)N(CC(=O)Nc2ccc(N3CCOCC3)cc2)C1=O
29) COc1cccc(C(=O)N[C@H](C(=O)N2CCC[C@H]2C(=O)NC2CCCC2)C2CCCCC2)c1
30) COc1ccccc1C(=O)NCCC(=O)N(C)CC(=O)Nc1ccc(N2CCOCC2)cc1

Assay by compound	25	26	27	28	29	30
ASAP1 GAP inh	-5	12	-3	-1	-6	-3
UHRF1 binding	-1	-4	-1	1	-1	3
PLC-beta3 inh	-5	-1	5	-3	2	-5
sPLA2-III inh	2	-18	0	-3	1	1
PLCg1 inh	2	-1	3	4	4	-1
Rev-erbA mod	-2	1	5	4	-2	-1
proKLK7 act	0.5	0.1	0.0	-0.9	-0.1	0.4
Tn7 DDE FP	-3	-3	-5	2	-7	-5
DDE Tn6 FP inh	-1	-3	5	-9	-3	2
ARFGAP1 inh	7	-2	5	7	13	10

31) CCOC(=O)CCc1ccc(NC(=O)/C=C/c2ccc([N+](=O)[O-])o2)cc1
32) O=C(N/N=C/c1coc2ccccc2c1=O)c1cccc([N+](=O)[O-])c1
33) O=C(O)C1C2CCC(CC2)C1C(=O)O (stereo not drawn)
34) COc1ccc(C(=O)Nn2c(CC(C)C)nc3cc(OC)c(OC)cc3c2=O)c(OC)c1
35) CCN(C(=O)CSc1nnc(-c2ccc(OC(F)F)cc2)n1N)C1CCS(=O)(=O)C1 (stereo not drawn)
36) CS(=O)(=O)c1nc(S(=O)(=O)c2ccc(Cl)cc2)c(NCCCN2CCOCC2)s1

Assay by compound	31	32	33	34	35	36
ASAP1 GAP inh	-20	6	-9	9	-6	-4
UHRF1 binding	0	0	0	34*	-3	-3
PLC-beta3 inh	-11	-3	-1	0	-5	-4
sPLA2-III inh	7	2	8	1	0	2
PLCg1 inh	-8	-2	4	0	0	0
Rev-erbA mod	-1	-8	4	-4	-6	6
proKLK7 act	-0.4	0.2	-0.2	0.3	-0.9	0.0
Tn7 DDE FP	0	4	-2	0	7	9
DDE Tn6 FP inh	-3	-1	-2	-3	2	5
ARFGAP1 inh	-13	2	-8	11	11	-15

Full records, looked up by structure:
Shown for COc1cccc(C(=O)COc2cccc(NC(=O)c3ccco3)c2)c1 = ASAP1 GAP inh = 1; UHRF1 binding = 16; PLC-beta3 inh = -5; sPLA2-III inh = -38; PLCg1 inh = 2; Rev-erbA mod = 1; proKLK7 act = -0.5; Tn7 DDE FP = 4; DDE Tn6 FP inh = -2; ARFGAP1 inh = 3
Shown for N#Cc1ccccc1Cn1c(=O)oc2ccccc21 = ASAP1 GAP inh = -8; UHRF1 binding = 0; PLC-beta3 inh = -9; sPLA2-III inh = 0; PLCg1 inh = -3; Rev-erbA mod = 1; proKLK7 act = -0.1; Tn7 DDE FP = -5; DDE Tn6 FP inh = -5; ARFGAP1 inh = -7

Going on with the list.
37) CC1(C(=O)NC(=S)N(CCC#N)c2ccccc2)CC1(Cl)Cl (stereo not drawn)
38) N=c1c2ccccc2nnn1-c1ccc(C(F)(F)F)cc1
39) Cc1ccc(C(=O)N2CCn3c(C)ccc3C2C)cc1 (stereo not drawn)
40) CCC(C(=O)NC1CCCC1)N(C(=O)Cn1nnc(-c2ccc(C)o2)n1)c1cnc2ccccc2c1 (stereo not drawn)
41) CC(C)Oc1ccc(CNC(=O)CC(c2ccccc2)c2cc(Cl)ccc2O)cc1 (stereo not drawn)
42) Cc1ccc(C2=NN(C(=O)COc3ncnc4ccccc34)C(c3ccco3)C2)cc1 (stereo not drawn)
43) CCCCN(C)C(=O)c1cn(-c2cccc(OC)c2)c(=O)c2ccccc12
44) Cc1ccccc1SCCNC(=O)c1ccccc1Br
45) CC1CCN(S(=O)(=O)CCNC(=O)c2ccc3c(c2)OCO3)CC1

Assay by compound	37	38	39	40	41	42	43	44	45
ASAP1 GAP inh	2	-9	-5	-7	9	5	-7	1	10
UHRF1 binding	-2	-1	-3	-3	3	2	-1	0	0
PLC-beta3 inh	-1	-4	-38	-18	-9	-5	-10	1	-7
sPLA2-III inh	1	3	-9	-5	-21	3	13	-2	9
PLCg1 inh	0	3	-27	-8	4	1	0	3	-3
Rev-erbA mod	-1	-2	0	-1	-3	9	-1	3	-5
proKLK7 act	-0.4	0.0	0.5	-1.0	-0.1	-0.4	0.0	-1.0	-0.6
Tn7 DDE FP	0	3	-4	4	-1	5	12	-3	-5
DDE Tn6 FP inh	-4	-4	2	7	-1	2	0	2	-1
ARFGAP1 inh	9	-5	2	-14	-2	-11	5	-5	4

In the list so far, 2 have a thiophene ring, fused or not:
4) COc1ccc(N2CCN(C(=O)c3sc4ncn(CC(=O)N5CCCCC5)c(=O)c4c3C)CC2)cc1
18) Fc1ccc(N2CCN(C(c3cccs3)c3nnnn3CCc3ccccc3)CC2)cc1 (stereo not drawn)

Assay by compound	4	18
ASAP1 GAP inh	6	-1
UHRF1 binding	-1	8
PLC-beta3 inh	-4	2
sPLA2-III inh	6	1
PLCg1 inh	0	-2
Rev-erbA mod	1	5
proKLK7 act	-0.6	-0.3
Tn7 DDE FP	-3	1
DDE Tn6 FP inh	6	9
ARFGAP1 inh	-7	-14
